Hsp70 displacement = Hsp70 inhibitors, probe displacement, primary screen, biochemical, fluorescence polarization (AID 583). Hsp70 fluorescence polarization probe displacement, mP; higher % means a stronger effect. displacement, % at 20 µM; hits with a dose series show IC50 in µM. actives 0.06% (n = 140,000); in the data active = displacement above about 50%;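 note: plate controls were vehicle for no effect and reference ligand for full effect; a part of the inactive calls stands beside numbers as strong as those of hits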
MKP-3 inhibition = inhibition of rat DUSP6 enzyme activity – biochemical, in vitro, primary screen (AID 425) | one-dose inhibition, % at 20 µM; IC50 in µM for titrated hits | recombinant MKP-3 phosphatase activity, fluorescence; higher % means a stronger effect | actives 0.17% (n = 110,000); in the data active = inhibition above about 50%;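 note: plate controls were vehicle for no effect and reference inhibitor for full effect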
An asterisk follows results filed as active; nt = not tested or not shown; & = joins results of further samples.

SMILES	Hsp70 displacement	MKP-3 inhibition
O=C(CCc1ccccc1)Nc1ncn[nH]1	-4.2%	0%
O=C(NCc1ccccn1)c1ccc(NC(=O)c2ccco2)cc1	-2.1%	-2%
Cc1cccnc1Nc1nc(-c2ccc(O)cc2)cs1	-1.6%	nt
COc1ccc(CSC(=N)N)cc1[N+](=O)[O-]	-2.5%	nt
CCOc1ccc(NC(N)=O)cc1	3.8%	-8%
Cc1cccc(OCC(=O)O/N=C(\N)c2ccccn2)c1	1.2%	nt
O=C1C(=O)N(c2ccccn2)C(c2cccnc2)/C1=C(/O)c1cccc(Br)c1 (configuration not stated)	-2.5%	5%
O=C(COc1ccc(Cl)cc1)Nc1ccccc1	0.0%	3%
COc1ccc(N(Cc2ccco2)C(=O)c2ccccc2F)cc1OC	-2.4%	7%
CC(=O)NC1=C(C(C)=O)C2C(C1)C2(C)C (configuration not stated)	6.8%	-6%
O=C(NCCN1CCCC1)c1ccc(CS(=O)(=O)c2c(Cl)cccc2Cl)o1	5.8%	0%
O=S(=O)(c1ccccc1)N1C2CCC1CC(O)(c1cccnc1)C2 (configuration not stated)	6.5%	-22%
COc1ccc(C(=O)Nc2sc3c(c2C(=O)OC(C)C)CCCC3)cc1OC	-4.2%	0%
Cc1sc(NC(=O)c2cccs2)c(C#N)c1C	4.7%	0%
Cc1ccc(C(=O)NC2CC(C)(C)NC(C)(C)C2)cc1	4.2%	0%
O=C(NCc1ccccc1)c1cccc(S(=O)(=O)N2CCOCC2)c1	nt	3%
Cc1cc(C)n2cc(CSc3nnc(-c4ccccc4)o3)nc2n1	1.8%	-6%
COc1ccc2[nH]c(C(=O)O)c(CCC(=O)O)c2c1	0.5%	-7%
Cc1cc(C)cc(NC(=O)c2c(-c3c(Cl)cccc3Cl)noc2C)c1	5.0%	0%
COc1cccc(NC(=O)CSc2ncnc3c2oc2ccccc23)c1	2.3%	-11%
Cc1ccc(-n2c(C)cc(C=O)c2C)cc1C	-2.8%	-2%
O=c1[nH]cnc2scc(C3COc4ccccc4O3)c12 (configuration not stated)	-4.7%	2%
CSc1ccccc1-n1nnnc1SCC(=O)NCc1cccs1	-4.3%	-1%
CC(C)(C)NCc1cccn1-c1sc2c(c1C#N)CCCC2	-0.6%	-8%
Cc1nc2ccc(F)cc2cc1C(=O)NCc1ccco1	0.5%	-6%
O=C1CCCC2=C1C(c1cn(-c3ccccc3)nc1-c1cccs1)c1c([nH]c(=O)[nH]c1=O)N2 (configuration not stated)	1.6%	-9%
O=C(O)Cc1ccc(/C(=N\O)c2cccs2)s1	-1.5%	-3%
CCOC(=O)c1c(NC(=O)c2ccco2)sc2c1CCC(CC)C2 (configuration not stated)	3.3%	3%
COCc1cc(=O)n2c([nH]c3ccccc32)c1C#N	-3.4%	-10%
COc1ccc(N2CCN(C(=O)Cn3nnc(-c4ccc(OC)c(OC)c4)n3)CC2)cc1	7.9%	-7%
O=C(NC(Nc1ccc([N+](=O)[O-])cc1)C(=O)c1ccccc1)c1ccco1 (configuration not stated)	2.5%	1%
CN1C(=O)c2ccc(NC(=O)C3CCCCC3)cc2C1=O	-8.7%	-7%
C=CCNS(=O)(=O)c1sccc1/C=N/O	-5.8%	-7%
CN(CC(=O)NC1CCCCC1)S(=O)(=O)c1cccc2nsnc12	15%	1%
Cc1ccc(COc2ccccc2C=C2C(=O)NC(=S)NC2=O)cc1	2.3%	4%
O=C(Nc1ccc(C(F)(F)F)cc1)C1CC(=O)N(c2ccc3c(c2)OCCO3)C1 (configuration not stated)	3.7%	nt
Cc1ccc(C(=O)Nc2ccc(NC(=O)c3ccco3)cc2)cc1C	-1.9%	3%
CCOc1ccc(C(=O)Nc2ccc(O)c(-c3nc4ccccc4s3)c2)cc1Cl	7.5%	0%
CCOc1cc(-c2nc(-c3ccccc3)c(-c3cc([N+](=O)[O-])ccc3C)[nH]2)ccc1O	8.5%	nt
O=C(CSc1nc2sc3c(c2c(=O)[nH]1)CCCC3)NCc1cccnc1	-1.7%	4%

Complete entries as entered above.
Entry for Cc1ccc(-n2c(C)cc(C=O)c2C)cc1C → Hsp70 displacement = -2.8%; MKP-3 inhibition = -2%
Entry for Cc1nc2ccc(F)cc2cc1C(=O)NCc1ccco1 → Hsp70 displacement = 0.5%; MKP-3 inhibition = -6%

(cont.)
SMILES	Hsp70 displacement	MKP-3 inhibition
C/C=C/COC(=O)c1[nH]c2c(c1C)C(=O)CC(c1ccc(N(C)C)cc1)C2 (configuration not stated)	2.6%	-4%
CCCn1c(=O)c(C(=O)Nc2cnccn2)c(O)c2ccccc21	4.5%	-5%
Cc1cc(OCC(=O)Nc2ccc3c(c2)OCCO3)cc(C)c1Cl	-1.2%&3.5%	0%
O=C(NNC(=O)c1sc2ccccc2c1Cl)Nc1ccc(Cl)cc1	1.6%	-1%
COc1ccc(C2CC(c3cccs3)=Nc3ccccc3S2)cc1 (configuration not stated)	-3.2%	nt
CN(C)c1ccc(C(=O)Nc2nc3c(s2)CCCC3)cc1	0.2%	-2%
Cc1ccc(S(=O)(=O)N2CCC(C(=O)Nc3nnc(COc4ccccc4)s3)CC2)cc1	8.6%	-5%
O=C(CSc1nc2c(c(C(F)(F)F)n1)CCc1ccccc1-2)NCc1ccc(F)cc1	-0.2%	nt
CCOC(=O)CSc1nnc(-c2c[nH]c3ccccc23)n1CC	1.0%	-2%
CCOC(=O)c1sc(NC(=O)C2CCCO2)c(C(=O)OC)c1C (configuration not stated)	-2.6%	-11%
COc1ccc(NC(=O)CSc2nnc(-c3ccncc3)n2CC2CCCO2)c(OC)c1 (configuration not stated)	4.2%	-5%
COc1ccc(OC)c(NC(=O)c2ccc(CN3CCOCC3)cc2)c1	0.9%&1.2%	-12%&2%
Cc1cc(C)n2nc(C(=O)OCC(=O)Nc3ccc4c(c3)OCO4)nc2n1	5.4%	-2%
CCNc1nc(NCC)nc(Oc2ccc(C(=O)OC)cc2)n1	-1.0%	6%
O=C(O)CCSCC(=O)Nc1c(C(=O)C2CC2)oc2ccccc12	-3.0%	-7%
COc1cc2c(cc1OC)C1(Nc3c-2c(C)nn3-c2ccccc2)C(=O)Nc2ccccc21 (configuration not stated)	6.1%	nt
O=C(NC1CCCc2ccccc21)C1CCN(S(=O)(=O)c2cnc[nH]2)CC1 (configuration not stated)	0.7%	-13%
CCCOc1ccc2oc(=O)c3c(c2c1)CCCN3C(=O)CN(C)Cc1ccccc1	2.0%	7%
O=C(O)c1cc(C(=O)O)cc(S(=O)(=O)Nc2ccc(Cl)c([N+](=O)[O-])c2)c1	0.2%	7%
CC1=C(C#N)C(=O)NC(=O)/C1=C\c1ccc(-c2cc(C)c(C)cc2[N+](=O)[O-])o1	0.8%	5%
CCCc1cc(=O)[nH]c(SCc2cccc(C)c2)n1	-1.3%	nt
Cc1ccc(C2=NN(C(=N)SC3CC(=O)N(c4ccc(C(=O)O)cc4)C3=O)C(c3ccc(Br)cc3)C2)cc1 (configuration not stated)	-0.7%	-1%
O=C1OC2(CCCCC2)OC(=O)C1=CNc1nc2ccccc2s1	0.2%	nt
Cc1cccc(-c2nc3ccccc3c3nncn23)c1	-7.1%	-9%
Cc1ccc(O)c(-c2cc3ccccc3[nH]2)c1	6.2%	-3%
CCCCc1c(O)c2ccccc2[nH]c1=O	-4.2%	-11%
CC(=O)Nc1ccc(NS(=O)(=O)c2cc(C)sc2C)cc1	3.3%	-14%
Cc1sc2ncn(-c3ccc(Cl)cc3)c(=O)c2c1C	0.2%	2%
O=C(CSc1nnnn1Cc1ccccc1)N1CCN(c2ccccc2)CC1	0.4%	-11%
CCOC(=O)CNC(=O)Cn1cnc2sc(C)c(S(=O)(=O)N3CCC(C)CC3)c2c1=O	0.0%	2%
Cc1cc(C)cc(NC(=O)Cn2ncn3c(cc4ccccc43)c2=O)c1	-3.0%	1%
O=C(Nc1ccc(I)cc1Cl)c1ccc([N+](=O)[O-])cc1	0.6%	2%
CC1(C)N([O-])C2=C(c3ccccc3C2=O)[N+](=O)C1(C)C	8.8%&-2.0%	3%
CCOC(=O)Cc1csc(NC(=O)NC2(C(F)(F)F)Oc3ccccc3O2)n1	3.8%	nt
CN1CC(=O)NC1=NC(=O)C12CC3CC(CC(C3)C1)C2	3.3%	-12%
CC(=O)Oc1ccc(/C(C)=N/N2CCN(Cc3cccc4ccccc34)CC2)cc1	1.0%	-5%
Cn1c(SCC(=O)NCc2ccc3c(c2)OCO3)nnc1-c1cccs1	3.8%	-8%
CCOC(=O)c1[nH]c2cc3c(cc2c1NC(=O)CN1CCCCC1C)OCO3 (configuration not stated)	-3.1%	-4%
c1ccc2c(c1)OCC(CNc1ncnc3nc[nH]c13)O2 (configuration not stated)	nt	-2%
Cc1ccc(NC(=O)CSc2nc3c(c(=O)n(C)c(=O)n3C)n2C)cc1C	2.0%	-2%
COc1ccccc1N1CCN(C(=O)c2nn(-c3ccccc3OC)c(=O)c3ccccc23)CC1	-5.6%	3%
Cn1c(=O)oc2cc(S(=O)(=O)N3CCOCC3)ccc21	0.6%	1%
O=C(O)C1CC(c2ccccc2F)=NO1 (configuration not stated)	0.9%	-6%
COc1ccc(C2CC(C(F)(F)F)n3ncc(C(=O)NC(C)(C)C)c3N2)cc1 (configuration not stated)	1.9%	0%
Cn1c(COc2ccc(Cl)cc2)nnc1SCc1ncc(-c2ccccc2)o1	-3.3%	-3%
Cc1cc(=O)cc(C)n1-c1ccc2c(c1)nc(C)n2-c1ccccc1	-3.1%	2%
COc1ccc(Cn2ccnc2)cc1Br	4.3%	-1%
CN(C)S(=O)(=O)Nc1ccc2c(c1)OCO2	-0.8%	-6%
CC1(CC2C(CC(N)=O)C2(C)C)OCCO1 (configuration not stated)	-6.9%	2%
Cc1cccc2sc(NC(=O)CCNS(=O)(=O)c3cccs3)nc12	-4.0%	-8%
NC(=O)c1ccccc1N=Cc1ccc([N+](=O)[O-])o1	0.9%	3%
COc1cccc(C(=O)NN=C2CCCC2)c1	-4.8%	-1%
O=C(CSc1nnnn1-c1ccccc1)CC(=O)Nc1ccc(Cl)cc1	-0.3%	-7%
O=C(c1c(O)c2ccccc2oc1=O)C1CCC1	-1.4%	-9%
CC1CCc2nn(CC(=O)N3CCN(C(=O)c4ccco4)CC3)cc2C1 (configuration not stated)	-2.7%	-12%
FC(F)(F)c1cc(-c2cccs2)n[nH]1	4.6%	nt
CCCCN1C(=O)/C(=C/c2c(NCCCn3ccnc3)nc3c(C)cccn3c2=O)SC1=S	-80%	2%
Cn1c(=O)c2c(nc(-n3ccnc3)n2Cc2ccccc2)n(C)c1=O	2.2%	-9%
Cc1nn(C(C)(C)C)c(OC(=O)c2ccc3c(c2)OCO3)c1S(=O)(=O)c1ccccc1	-4.5%	8%
COc1cc(C=C2C(=O)OC(C)(C)OC2=O)cc(Cl)c1O	-1.8%	2%
(listing goes on)
SMILES	Hsp70 displacement	MKP-3 inhibition
Cc1cc2cc(CNC(=O)c3ccc(S(=O)(=O)N4CCOCC4)cc3)ccc2[nH]1	nt	2%
CCc1nnc(NC(=O)CSc2nc3c(c(=O)n2-c2ccccc2OC)SCC3)s1	2.2%	2%
Cc1ccc(C(=O)NCC(=O)O)cc1S(=O)(=O)N1CCCCC1	-2.3%	-3%
CCC(C)n1c(C)nc2c(c1=O)c1nc3ccccc3nc1n2CCC1=CCCCC1 (configuration not stated)	-3.1%	nt
C=CCOC(=O)C(C#N)c1nc2ccccc2nc1N1CCN(c2ccccc2OC)CC1 (configuration not stated)	-2.0%	2%
O=C(Nc1ccc(N2CCOCC2)c(Cl)c1)c1ncn[nH]1	2.9%	-5%
Cc1nn(-c2ccccc2)c(C)c1C(=O)OCC(=O)NC12CC3CC(CC(C3)C1)C2	4.3%	nt
CC(C)CCNC(=O)C(C)N(C(=O)Cn1nnc(-c2ccc(F)cc2)n1)C1CCCC1 (configuration not stated)	-1.2%	-1%
Cc1nc(N)sc1C(=O)N/N=C/c1ccco1	2.4%	1%
Cc1oc(C(C)(C)C)c(CN2CCCC2)c1C(=O)O	-2.3%	-10%

Part of the list above in order of SMILES length, falling.
SMILES	Hsp70 displacement	MKP-3 inhibition
Cc1nn(C(C)(C)C)c(OC(=O)c2ccc3c(c2)OCO3)c1S(=O)(=O)c1ccccc1	-4.5%	8%
CCCCN1C(=O)/C(=C/c2c(NCCCn3ccnc3)nc3c(C)cccn3c2=O)SC1=S	-80%	2%
CC(C)CCNC(=O)C(C)N(C(=O)Cn1nnc(-c2ccc(F)cc2)n1)C1CCCC1 (configuration not stated)	-1.2%	-1%
Cc1cc2cc(CNC(=O)c3ccc(S(=O)(=O)N4CCOCC4)cc3)ccc2[nH]1	nt	2%
C=CCOC(=O)C(C#N)c1nc2ccccc2nc1N1CCN(c2ccccc2OC)CC1 (configuration not stated)	-2.0%	2%
CCC(C)n1c(C)nc2c(c1=O)c1nc3ccccc3nc1n2CCC1=CCCCC1 (configuration not stated)	-3.1%	nt
Cn1c(=O)c2c(nc(-n3ccnc3)n2Cc2ccccc2)n(C)c1=O	2.2%	-9%
O=C(CSc1nnnn1-c1ccccc1)CC(=O)Nc1ccc(Cl)cc1	-0.3%	-7%
Cc1ccc(C(=O)NCC(=O)O)cc1S(=O)(=O)N1CCCCC1	-2.3%	-3%
COc1cc(C=C2C(=O)OC(C)(C)OC2=O)cc(Cl)c1O	-1.8%	2%
O=C(Nc1ccc(N2CCOCC2)c(Cl)c1)c1ncn[nH]1	2.9%	-5%
Cc1oc(C(C)(C)C)c(CN2CCCC2)c1C(=O)O	-2.3%	-10%
O=C(c1c(O)c2ccccc2oc1=O)C1CCC1	-1.4%	-9%
Cc1nc(N)sc1C(=O)N/N=C/c1ccco1	2.4%	1%
FC(F)(F)c1cc(-c2cccs2)n[nH]1	4.6%	nt
COc1cccc(C(=O)NN=C2CCCC2)c1	-4.8%	-1%

Screening results deposited in PubChem by Sanford-Burnham Center for Chemical Genomics.

An excerpt; the hit share may differ from the screen's.
